From PubChem BioAssay
MsrA inh – bovine MsrA inhibition; purified bovine MsrA, absorbance read-out; inhibition, % at 15.5 µM; 0.75% of 360,000 active; in the data active = inhibition above about 4.5%;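 note: 0% = vehicle wells with enzyme and 100% = reference inhibitor wells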
FAS TE block – FAS thioesterase (human) inhibition; AID 602261; P49327; recombinant FAS-TE, OMFH fluorogenic substrate, fluorescence endpoint; inhibition, % at 15 µM; 0.67% of 360,000 active;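 active = compounds whose normalised, plate-corrected inhibition of enzyme fluorescence in the single-dose primary screen is 50% or more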;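 note: 0% = DMSO with enzyme and 100% = substrate without enzyme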
CendR NRP1 mod – NRP-1/CendR interaction modulation | AID 602438 | inhibition, % at 25 µM | FAM-RPARPAR peptide binding to NRP-1, fluorescence polarization | 0.85% of 360,000 active;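 active = inhibition or corrected inhibition above about 18%, plus a signal ratio from 0.5 to 1.5, limit read from the data, passing the limit was not always enough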; note: strong numbers were not always called active
Rin1-Abl PPI inh – human Rin1-Abl interaction inhibition; AID 588664; P00519+Q13671; 0.4% of 360,000 active; TR-FRET Rin1/Abl binding, biochemical; inhibition, % at 7.35 µM; in the data active = inhibition above about 5%, passing the limit was not always enough
E coli Lon inh – inhibitors of E. coli Lon protease; purified E. coli Lon protease, fluorescence polarization; inhibition, % at 7.94 µM; 0.42% of 360,000 active; AID 602123; in the data active = inhibition above about 13%, passing the limit was not always enough;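 note: 0% = enzyme with probe and DMSO and 100% = no enzyme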
Neddyl block – blocks human cullin neddylation | TR-FRET cullin neddylation, biochemical | 0.58% of 360,000 active | calls only at 25 µM | P61081+Q13564; in the data active = inhibition above about 36%
Target sequence (P61081 whole entry, looked up): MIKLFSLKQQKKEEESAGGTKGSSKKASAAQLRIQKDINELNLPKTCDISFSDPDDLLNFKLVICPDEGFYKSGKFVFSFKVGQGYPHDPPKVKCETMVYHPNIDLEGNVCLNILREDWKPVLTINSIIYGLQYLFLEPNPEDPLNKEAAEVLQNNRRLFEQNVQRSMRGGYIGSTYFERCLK
Target sequence (Q13564 whole entry, looked up): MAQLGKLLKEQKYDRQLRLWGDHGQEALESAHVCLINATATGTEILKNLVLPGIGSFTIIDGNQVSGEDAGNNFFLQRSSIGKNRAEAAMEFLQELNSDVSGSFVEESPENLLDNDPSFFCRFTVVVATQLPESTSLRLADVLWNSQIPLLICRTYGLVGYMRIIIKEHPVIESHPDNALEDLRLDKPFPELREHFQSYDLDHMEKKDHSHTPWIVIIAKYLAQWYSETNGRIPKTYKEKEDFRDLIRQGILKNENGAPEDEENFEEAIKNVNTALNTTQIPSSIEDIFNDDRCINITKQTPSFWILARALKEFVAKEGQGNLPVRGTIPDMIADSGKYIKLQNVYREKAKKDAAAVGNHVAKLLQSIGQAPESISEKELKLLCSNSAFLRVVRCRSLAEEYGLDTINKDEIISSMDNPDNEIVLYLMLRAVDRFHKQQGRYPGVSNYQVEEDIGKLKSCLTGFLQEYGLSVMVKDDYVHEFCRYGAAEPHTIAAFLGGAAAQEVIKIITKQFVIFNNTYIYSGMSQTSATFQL
MsrA act – bovine methionine sulfoxide reductase A activation; purified bovine MsrA, absorbance read-out; activation, % at 10.6 µM; 0.3% of 360,000 active; AID 602163; in the data active = activation above about 7.5%;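 note: 0% = vehicle and 100% = reference activator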
MT1-MMP act inh – inhibitors of human MT1-MMP activation; P50281; HT1080 RFP-PRO-GFP cells, GFP/RFP ratio fluorescence, overnight; percent of plate control window, DMSO zero; GFP/RFP ratio change, % at 20 µM; 0.061% of 360,000 active;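 active = GFP/RFP ratio change of at least 30% with cell ATP level not reduced by more than half and red fluorescence within 50% of control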; note: strong numbers were not always called active
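Read-out: GFP/RFP fluorescence ratio; Test system: RFP-PRO-GFP reporter HT1080 cells; Compound dosing: single-point 20 µM compound, 1% DMSO; Times: overnight compound exposure at 37 °C.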
SKN-1 block – inhibitors of C. elegans SKN-1. AID 624304. inhibition, % at 21.8 µM. 0.49% of 360,000 active. C. elegans VP596 Pgst-4::GFP/RFP ratio, acrylamide-induced, 24 h;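 active = interference check ratio from 0.5 to 1.5 plus GFP to RFP signal ratio inhibition reaching or exceeding a fixed threshold, cut at about 30% in these data, passing the limit was not always enough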; note: some compounds called inactive have numbers as strong as hits
Starred values were filed as active, the others as inactive; i = inactive; . = not tested or not shown.

Short keys: A = MsrA inh; B = FAS TE block; C = CendR NRP1 mod; D = Rin1-Abl PPI inh; E = E coli Lon inh; F = Neddyl block; G = MsrA act; H = MT1-MMP act inh; I = SKN-1 block
1: CCOc1ncccc1C(=O)Nc1cccc(S(=O)(=O)N2CCOCC2)c1
  A: -0.6	B: -1	C: 7	D: 0	E: 4	F: i	G: -3	H: 0	I: -1

2: Cc1c(C)c2ccc(OC(C)C(=O)NC3CC(C)(C)NC(C)(C)C3)cc2oc1=O (configuration not stated)
  A: 0.2	B: -7	C: 10	D: 0	E: -6	F: .	G: -3	H: -2	I: -5

3: COCCN(C(=O)CSc1nnc(-c2ccccc2F)o1)c1c(N)n(CC(C)C)c(=O)[nH]c1=O
  A: -0.2	B: -3	C: -4	D: 5	E: 14	F: i	G: -2	H: -3	I: 8

4: Clc1ccc(Cc2ccc(SCc3ccccc3)nn2)c(Cl)c1
  A: 0.5	B: 37	C: 4	D: 2	E: 4	F: i	G: -14	H: 2	I: -20

5: COc1cccc(C2C(C#N)=C(C)NC3=C2C(=O)CC(C)(C)C3)c1 (configuration not stated)
  A: 0.9	B: -6	C: 7	D: 1	E: 2	F: .	G: 2	H: -5	I: 10

6: CCn1cc(CNCc2ccc(OCC(O)CN(C)Cc3ccccc3)cc2)cn1 (configuration not stated)
  A: .	B: -5	C: 6	D: 0	E: -5	F: i	G: -2	H: 5	I: 14

7: O=C(NC1CCCC1)c1ccc(CS(=O)(=O)Cc2ccccc2F)o1
  A: 1.1	B: -5	C: 2	D: 0	E: -5	F: i	G: -3	H: -1	I: -4

8: COc1cccc(C(c2nnnn2C2CCCC2)N2CCN(C/C=C/c3ccccc3)CC2)c1OC (configuration not stated)
  A: -0.2	B: 15	C: 15	D: -1	E: -6	F: i	G: 0	H: -1	I: 1

9: CC(C)COC(=O)N1CC(O)CC1C(=O)Nc1ccc2c(c1)OCO2 (configuration not stated)
  A: -0.4	B: -8	C: 5	D: -3	E: -10	F: i	G: -3	H: -4	I: 3

10: COc1ccc(F)cc1-c1cc(C(=O)NCc2cccc(C(F)(F)F)c2)[nH]n1
  A: -1.0	B: 34	C: 18*	D: 0	E: -14	F: i	G: 1	H: 1	I: 7

11: CCOc1cc(C(=O)NCC2CCCO2)cc(OCC)c1OCC (configuration not stated)
  A: -0.3	B: -6	C: 2	D: -2	E: -1	F: i	G: -3	H: -2	I: -3

12: C/C(CC(C)C)=N\Nc1ccc(S(N)(=O)=O)cc1[N+](=O)[O-]
  A: 11*	B: 5	C: -4	D: -5	E: 0	F: i	G: -5	H: 11	I: 0

13: Cc1ccc2nc(N3C(=O)C(O)=C(C(=O)c4ccc(C)o4)C3c3ccco3)sc2c1 (configuration not stated)
  A: -0.6	B: 12	C: -72	D: 1	E: -8	F: i	G: -6	H: -3	I: -1

14: CCc1nc2ccc(C(=O)Nc3ccc(NC(C)=O)cc3)cn2c1N(CCC(C)C)CCN(C)C
  A: 1.0	B: -9	C: -11	D: -4	E: -2	F: i	G: -2	H: -1	I: 5

15: CSc1nc(=O)n2cc(C)ccc2n1
  A: 2.8	B: -1	C: 4	D: 1	E: -1	F: i	G: -2	H: -2	I: 12

16: CCOC(=O)c1ccc(NC(=O)CSc2n[nH]c(-c3ccncc3)n2)cc1
  A: 0.2	B: -14	C: -8	D: 2	E: -7	F: i	G: 0	H: 6	I: -10

17: COc1ccc(C(C)=O)cc1COC(=O)C(CO)NS(=O)(=O)c1ccc(Br)cc1 (configuration not stated)
  A: 0.4	B: -3	C: -2	D: -1	E: 0	F: i	G: -7	H: -1	I: -11

18: CCCCC(=O)Nc1nc2c(OC)cc([N+](=O)[O-])cc2s1
  A: -0.3	B: 4	C: 9	D: -1	E: -10	F: i	G: -7	H: -1	I: 7

19: Cc1ccccc1OCC1Cc2c(nc(N)c(C#N)c2N)O1 (configuration not stated)
  A: 0.6	B: -4	C: 53*	D: 0	E: 4	F: i	G: 0	H: 9	I: 30

20: C/C(=C\c1cccc(Cl)c1Cl)C(=O)c1c(C)cc(C)[nH]c1=O
  A: 1.1	B: 0	C: -6	D: 0	E: -5	F: i	G: -1	H: -3	I: 19

21: CCCCCn1c(=O)[nH]c2cc(C(=O)NCCN3CCOCC3)ccc2c1=O
  A: 0.8	B: 0	C: 5	D: 3	E: 2	F: i	G: 1	H: -2	I: -12

22: Cc1ccc(NC(=O)CCn2c(=O)[nH]c3ccsc3c2=O)cc1
  A: -1.6	B: -3	C: 5	D: -1	E: 3	F: i	G: -1	H: 3	I: -1

23: O=C(CCn1nc(-c2ccc(Cl)cc2)ccc1=O)NCc1cccnc1
  A: -0.7	B: -3	C: -5	D: 0	E: -4	F: i	G: 0	H: -1	I: -6

24: CCCCCc1c2c(cc(O)c1C(=O)O)OC(=O)c1cc(C(=O)CCCC)c(OC)cc1O2
  A: -0.4	B: 30	C: -69	D: -3	E: 1	F: i	G: -1	H: 0	I: 8

25: Cc1cc(SCC(=O)Nc2cccc(S(N)(=O)=O)c2)c(C)cc1Br
  A: -0.7	B: 10	C: 3	D: 4	E: 6	F: i	G: -8	H: -1	I: 4

26: CCc1ccc(NC(=O)CN2CCc3ccccc3C2)cc1
  A: 0.4	B: -5	C: -4	D: -2	E: -1	F: i	G: -10	H: 5	I: -22

27: COCCNC(=S)N1CCCN(c2nc3cc(C)ccc3cc2C#N)CC1
  A: -0.5	B: 0	C: -9	D: -3	E: 1	F: i	G: -3	H: 1	I: -2

28: Nc1ccc(C(=O)Nc2ccco2)cc1
  A: 1.3	B: -6	C: -8	D: -1	E: -13	F: i	G: -15	H: -4	I: -4

29: O=C(NCc1ccccc1)c1c[nH]c2ccccc2c1=O
  A: 0.3	B: -3	C: 0	D: 3	E: 0	F: i	G: -6	H: 4	I: -17

30: Cc1ccc2c(c1)N(CC(=O)Nc1nccs1)C(=O)CO2
  A: -0.9	B: -3	C: -2	D: 0	E: 1	F: i	G: -1	H: 4	I: 1

31: O=C(CCC1CCCN(C(=O)c2cc(F)ccc2F)C1)N1CCN(c2ccccn2)CC1 (configuration not stated)
  A: -0.5	B: -7	C: 6	D: 2	E: -4	F: i	G: -4	H: -1	I: 10

32: Cc1cc(C(=O)Nc2ccccc2[N+](=O)[O-])cs1
  A: 1.4	B: 4	C: 9	D: -1	E: -1	F: i	G: -3	H: -1	I: 34

33: O=C1CCCN1CC(=O)N1CCCC(Nc2cccc(F)c2)C1 (configuration not stated)
  A: 0.5	B: -4	C: 11	D: 4	E: 11	F: i	G: -6	H: -1	I: -1

34: Nc1c(N(CCC2=CCCCC2)C(=O)c2ccco2)c(=O)[nH]c(=O)n1Cc1ccccc1
  A: -1.5	B: 6	C: -5	D: -2	E: -20	F: i	G: 0	H: -14	I: 1

35: C/C(=N\N1CCN(Cc2ccccc2Cl)CC1)c1ccc([N+](=O)[O-])cc1
  A: 0.3	B: 48	C: 5	D: -1	E: -6	F: i	G: 1	H: 5	I: -5

36: O=C(Cc1ccccc1)N1CCC(O)(c2cccnc2)CC1
  A: 0.7	B: -3	C: 2	D: 0	E: -7	F: i	G: 1	H: 4	I: -2

37: S=C(NCc1ccco1)NCc1ccco1
  A: 2.1	B: -9	C: 2	D: 2	E: -11	F: i	G: -3	H: 1	I: -5

38: O=C(NCC1OCCc2ccccc21)c1ccc(NC(=O)c2ccc(Cl)cc2Cl)cc1 (configuration not stated)
  A: -0.2	B: -9	C: -9	D: -1	E: -7	F: i	G: -3	H: 0	I: -2

39: CCN(CC)S(=O)(=O)c1ccc2c(c1)nc(SC(C)C(=O)NCC1CCCO1)n2CC (configuration not stated)
  A: -0.3	B: -7	C: 10	D: 0	E: -1	F: i	G: -2	H: -2	I: 5

40: O=S(=O)(c1cccc(Br)c1)N1CCN(c2ccnc3cc(Cl)ccc23)CC1
  A: 0.9	B: 43	C: -9	D: -2	E: -7	F: i	G: -5	H: 1	I: 0

41: CCOn1c(=O)c(-c2ccc(OC)c(OC)c2)[n+]([O-])c2ccccc21
  A: 1.7	B: -3	C: -3	D: 0	E: -1	F: i	G: -3	H: 10	I: 13

42: Cc1c2cnn(-c3ccccc3)c(=O)c2c(C)n1CCCC(=O)N1CCN(c2ncccn2)CC1
  A: 2.9	B: -5	C: -2	D: 3	E: -8	F: i	G: 0	H: -1	I: 22

43: CCOC(=O)C1CCCN(C(=S)Nc2cc(C)cc(C)c2)C1 (configuration not stated)
  A: -0.3	B: -4	C: 6	D: 4	E: 0	F: i	G: -5	H: -2	I: -29

44: COc1cccc(OC)c1OCC(O)CN1CCN(c2ccccc2F)CC1 (configuration not stated)
  A: -1.2	B: -2	C: 8	D: 0	E: -2	F: i	G: 0	H: -7	I: 2

45: CSc1ncc(C(=O)O)c(C)n1
  A: -0.2	B: -6	C: 2	D: 1	E: -5	F: i	G: 0	H: 0	I: 7

46: COCCN(C(=S)Nc1ccc(OC)c(Cl)c1)C1CCN(C(C)C)CC1
  A: -0.1	B: -3	C: 7	D: -1	E: 1	F: i	G: -10	H: 6	I: 9

47: Fc1ccc(CN2CCC(Cc3ccccc3)CC2)cc1F
  A: -1.7	B: 7	C: -4	D: 1	E: 14	F: i	G: -10	H: 4	I: -3

48: CC1(C)Cc2cccc(OCC(=O)Nc3cccnc3)c2O1
  A: 0.2	B: -4	C: -6	D: 2	E: -1	F: i	G: -1	H: -1	I: -9

49: Clc1ccc(Cn2ncc3c(NCc4ccccc4)ncnc32)cc1
  A: 0.6	B: 18	C: 4	D: -2	E: 3	F: i	G: 0	H: -6	I: 17

50: CC(C)c1cc(Cn2c3ccccc3c(=O)n2C(C)Cn2cc(COc3ccccc3)nn2)on1 (configuration not stated)
  A: -0.2	B: .	C: 3	D: .	E: .	F: .	G: .	H: 0	I: 4

Record cards, as listed above. Order of values: MsrA inh, FAS TE block, CendR NRP1 mod, Rin1-Abl PPI inh, E coli Lon inh, Neddyl block, MsrA act, MT1-MMP act inh, SKN-1 block
COCCN(C(=S)Nc1ccc(OC)c(Cl)c1)C1CCN(C(C)C)CC1 across the screens: -0.1, -3, 7, -1, 1, i, -10, 6, 9
Cc1cc(C(=O)Nc2ccccc2[N+](=O)[O-])cs1 across the screens: 1.4, 4, 9, -1, -1, i, -3, -1, 34

(more compounds)
Short keys: A = MsrA inh; B = FAS TE block; C = CendR NRP1 mod; D = Rin1-Abl PPI inh; E = E coli Lon inh; F = Neddyl block; G = MsrA act; H = MT1-MMP act inh; I = SKN-1 block
51: CC(C)C(C(=O)Nc1cccnc1)N1C(=O)c2ccccc2C1=O (configuration not stated)
  A: -0.6	B: -7	C: -4	D: 1	E: -6	F: i	G: -9	H: -2	I: -6

52: Cc1ccc(C(=O)NC2CCN(CC(=O)Nc3ccccc3Cl)CC2)cc1
  A: -0.3	B: -1	C: 9	D: 3	E: -10	F: i	G: 5	H: -2	I: -8

53: CC(C)Oc1c(N2CCOCC2)c(=O)c1=O
  A: 0.1	B: -7	C: 10	D: 2	E: -9	F: i	G: 0	H: -1	I: 2

54: Cc1cc2nccc(-c3ccc(OCCCF)cc3)n2n1
  A: 1.0	B: 0	C: -1	D: -1	E: -6	F: .	G: -2	H: 7	I: -15

55: Cc1ccsc1C(=O)N1CCCC1(C)C(=O)NCC(C)C (configuration not stated)
  A: 0.6	B: -8	C: -6	D: 0	E: -3	F: i	G: 2	H: 3	I: -4

Filtered by structure: the compounds so far containing a COOH group (two)
Short keys: A = MsrA inh; B = FAS TE block; C = CendR NRP1 mod; D = Rin1-Abl PPI inh; E = E coli Lon inh; F = Neddyl block; G = MsrA act; H = MT1-MMP act inh; I = SKN-1 block
24: CCCCCc1c2c(cc(O)c1C(=O)O)OC(=O)c1cc(C(=O)CCCC)c(OC)cc1O2
  A: -0.4	B: 30	C: -69	D: -3	E: 1	F: i	G: -1	H: 0	I: 8

45: CSc1ncc(C(=O)O)c(C)n1
  A: -0.2	B: -6	C: 2	D: 1	E: -5	F: i	G: 0	H: 0	I: 7
